FBPA Giardia inh: Giardia lamblia aldolase inhibition; A8B2U2; purified Giardia FBPA; Potency, µM (highest dose often 59.6 µM), inactives show at the highest dose activity, negative = inhibition, hits mostly inhibitors; 290,000 tested, 0.71% active; also: potency is read from the fitted curve at half-maximal effect; % is scaled to controls: 0 for no effect and ±100 for the full control effect; nearly all actives have a fitted effect of over 55% in size
Target sequence (A8B2U2 whole entry, looked up): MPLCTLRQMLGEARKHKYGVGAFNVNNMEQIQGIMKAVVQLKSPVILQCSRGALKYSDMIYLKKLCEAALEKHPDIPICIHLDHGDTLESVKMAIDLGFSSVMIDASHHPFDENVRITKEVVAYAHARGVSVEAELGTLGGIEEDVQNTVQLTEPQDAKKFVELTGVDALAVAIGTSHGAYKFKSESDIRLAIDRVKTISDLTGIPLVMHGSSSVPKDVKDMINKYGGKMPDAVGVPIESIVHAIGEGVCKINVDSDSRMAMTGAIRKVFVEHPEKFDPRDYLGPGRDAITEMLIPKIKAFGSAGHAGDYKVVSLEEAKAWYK
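Giardia FBPA (40 nM reagent) was preincubated 10 min at RT with compound (up to 57.5 uM final), then substrate plus GAPDH/TPI/NAD/arsenate coupling system with diaphorase/resazurin was added; resorufin fluorescence (525/598 nm) was read after 20 min.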
Pf growth 96h: P. falciparum growth inhibition at 96 hour, primary screen for plastid delayed-death inhibitors; P. falciparum luciferase reporter growth, 96 h; Potency, µM (highest dose often 28.7 µM), inactives show top-dose activity change, negative = inhibition, most hits filed as inhibitors; 320,000 tested, 6.9% active; also: potency is read from the fitted curve at half-maximal effect; % is scaled to controls: 0 for no effect and ±100 for the full control effect
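Two parasite generations (96 h, 37 C, 5% CO2) of compound exposure in infected erythrocytes (0.05% parasitemia, 2% hematocrit). Luciferase-reporter P. falciparum; decreased luminescence indicates inhibited growth, aimed at apicoplast-acting delayed death.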
Cycloheximide cs: counter-screen hit for Shiga toxin inhibitors, cycloheximide. cell reporter, cycloheximide protein synthesis inhibition counterscreen. max response, %. 300,000 tested, 12% active. AID 2314; in the data active = max response mostly above about 13%, no sharp cut-off; inactive = mostly below about 14%; also: read at 38.3 µM for the half of the compounds with a filed dose; 0% is about no effect
HCV inh: HCV inhibition; AID 651820; Potency, µM (doses to about 41.8 µM), without a hit: at the highest dose activity change, negative = inhibition, usual class: inhibitors; 340,000 tested, 3.4% active; Huh7.5.1 HCVcc-Cre infection, luciferase reporter, 44 h; also: potency is read from the fitted curve at half-maximal effect; % is scaled to controls: 0 for no effect and ±100 for the full control effect
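Whole-lifecycle infectious HCVcc-Cre system; cells 1,000/well, compound then virus (~0.5 moi) added 4 h after plating, 44 h culture. Luciferase read 15 sec following 15 min substrate incubation, room temp.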
Pf growth 48h: P. falciparum growth inhibition at 48 hours (one generation); P. falciparum luciferase growth in erythrocytes, 48 h; Potency, µM (doses to about 28.7 µM), without a hit: at the highest dose activity change, negative = inhibition, actives largely listed as inhibitors; 310,000 tested, 5.9% active; also: potency is read from the fitted curve at half-maximal effect; % is scaled to controls: 0 for no effect and ±100 for the full control effect
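Read-out is firefly luciferase luminescence from an integrated reporter in P. falciparum, so falling signal marks reduced parasite growth. Infected erythrocytes were at 2% hematocrit and 0.1% parasitemia (final) in Albumax-supplemented RPMI 1640.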
Shiga toxin inh: blocks Shiga toxin action in Vero cells. inhibition, % at 38.7 µM. Vero cells, Shiga toxin protein synthesis inhibition reporter. 290,000 tested, 9.2% active; in the data active = inhibition mostly above about 28%, no sharp cut-off; inactive = mostly below about 43%; also: 0% is about no effect
* marks the source's active call; other numbers are inactive results; ? = inconclusive; nt = no result given; [ ] = remark or other dose. Unless noted, calls follow the shape of the dose curve; as a rule, active = well fitted curve in the direction sought with a large enough effect; inconclusive = small, poorly fitted or top-dose-only effect, or another doubt; inactive = no such curve, though single readings can be large; an effect the other way counts as inactive or inconclusive.

No.	Compound	FBPA Giardia inh	Pf growth 96h	Cycloheximide cs	HCV inh	Pf growth 48h	Shiga toxin inh
1	CC1=C(C(N)=O)C(c2ccccn2)n2nc(SCc3ccccc3)nc2N1 (stereo not drawn)	1%	nt	1	-2%	-19%	39
2	CC(CN1CCCCC1)OC(=O)/C=C/c1ccccc1 (stereo not drawn)	?	?	8	7%	36%[activator]	32
3	COc1cc(/C=N\NC(=O)c2ccc(=O)[nH]n2)cc(OC)c1OC	-3%	147%[activator]	-3	10%	?	-2
4	Cc1nc2scc(-c3cccs3)c2c(=O)n1N	5%	?	-2	7%	3%	-2
5	Cc1cc(C)nc(NS(=O)(=O)c2ccc(N/C=C\C(=O)c3ccc(Cl)cc3)cc2)n1	2%	?	19	8%	6%	53
6	C#CCOCCOCCOCCNc1nc(N2CCN(C(=O)CCCCCCCCCCNC(=O)[C@H](CCCCN)n3cc(C)nn3)CC2)nc(N2CCN(C(=O)CCCCCCCCCCNC(=O)[C@H](CCCCN)n3cc(CCCC(=O)O)nn3)CC2)n1	nt	?	nt	0%	10µM*	nt
7	COC(=O)c1c(NC(=O)c2ccccc2N(C)S(=O)(=O)c2ccccc2)sc2c1CCCC2	0%	?	1	?	?	-8
8	COc1ccc(NC(=S)NCCc2c(C)[nH]c3ccc(OC)cc23)cc1	0%	-1%	-5	-22%	?	-11
9	CCOC(=O)c1c(NC(=S)Nc2ccccc2)sc(C)c1C	3%	-9%	1	2%	10%	16
10	O=C(c1ccccc1F)N1CCN(c2cccc(C(F)(F)F)c2)CC1	6%	?	-3	?	?	-14
11	NC(=O)c1cc2cc(Br)ccc2oc1=NCc1ccccc1	2%	nt	-1	7%	4%	-28
12	Cc1ccc(-n2c(SCC(=O)Nc3ccc(Cl)cc3)nc(O)cc2=O)cc1	11%	?	-2	5%	?	17
13	CCOC(=O)C(=NCCCN(C)C)NNc1ccc(Br)cc1	-21%	24%	-1	10%	-7%	-12
14	O=C(NCC1CCCN(C(=O)CN2CCCCC2)C1)c1ccccc1Cl (stereo not drawn)	4%	18%	26*	-3%	8%	31
15	O=C(O)c1c2c(nc3ccc(S(=O)(=O)N4CCC(C(=O)NCc5ccc(Cl)cc5)CC4)cc13)CCCC2	-10%	-6%	-2	13%	-7%	-3
16	OCC[C@H]1C[C@H](O)[C@@H](O)[C@@]2(OCCCc3ccccc32)O1	nt	59%[activator]	nt	2%	?	nt
17	CCOC(=O)C1(C)NC(c2ccccc2F)C2C(=O)N(c3cccc(C(C)=O)c3)C(=O)C21 (stereo not drawn)	1%	-1%[5.75 µM]	-2	12%	-1%	-2
18	O=C(Nc1ncccc1Cl)c1ccccc1F	8%	60%[activator]	13	1%	48%[activator]	-57
19	Cc1nn(Cc2ccccc2)c(C)c1CNC(=O)[C@H](C)N=C1NS(=O)(=O)c2ccccc21	nt	-45%	nt	-19%	?	nt
20	CN(C(=O)Oc1ccc(F)cc1)c1ccccc1	2%	?	-2	0%	-1%	-3
21	CCCC(C1=C(O)CC(C)(C)CC1=O)C1C(=O)CC(C)(C)CC1=O (stereo not drawn)	-6%	34%[activator]	10	-27%	14%	16
22	COC(=O)c1cc(Cl)cc(Cl)c1OS(=O)(=O)N(C)C	-22%	20%	4	-1%	0%	-7
23	CCN(CC)S(=O)(=O)c1ccc(NN=C2CCN(C)CC2)c([N+](=O)[O-])c1	2%	?	5	-14%	-9%	-10
24	Cc1cc(C)c(S(=O)(=O)c2cccc(C)c2C)c(=O)[nH]1	-2%	-19%	-2	?	-1%	1
25	CCn1c(C(=O)N2CCCC(C(=O)NCCCc3ccccc3)C2)cc2sccc21 (stereo not drawn)	19%	?	4	?	?	-2
26	O=C(NCC1(N2CCOCC2)CCCCC1)c1cccc(S(=O)(=O)N2CCc3ccccc3C2)c1	-2%	?	-3	?	8.3µM*	-6
27	COc1cc(C)c(Br)cc1S(=O)(=O)NCc1ccncc1	1%	-50%[5.75 µM]	4	?	26%	-10
28	CCN(c1ccccc1)S(=O)(=O)c1cc2c(cc1C)NC(=O)CO2	8%	?	0	-8%	-17%	-4
29	COc1ccc(OC)c([N+](=O)[O-])c1C(N)=O	?	0%	-2	-4%	4%	-22
30	Cc1cccc(Cn2cc(C=O)c3ccccc32)c1	-6%	?	-1	4%	-6%	-4
31	Cc1cccc(N2CCN(C(=O)c3noc4c3COc3ccc(C)cc3-4)CC2C)c1 (stereo not drawn)	14%	?	-1	6%	5%	-1
32	O=C(N/N=C/c1cc(Br)c(O)c(Br)c1)c1cc2c(ccc3ccccc32)o1	nt	13µM*	9	0%	-17%	7

Some of the entries so far, screen by screen.
#31 Cc1cccc(N2CCN(C(=O)c3noc4c3COc3ccc(C)cc3-4)CC2C)c1 (stereo not drawn)
#28 CCN(c1ccccc1)S(=O)(=O)c1cc2c(cc1C)NC(=O)CO2
Assay by compound	31	28
FBPA Giardia inh	14%	8%
Pf growth 96h	?	?
Cycloheximide cs	-1	0
HCV inh	6%	-8%
Pf growth 48h	5%	-17%
Shiga toxin inh	-1	-4

(cont.)
No.	Compound	FBPA Giardia inh	Pf growth 96h	Cycloheximide cs	HCV inh	Pf growth 48h	Shiga toxin inh
33	Cc1cccc(CN2CC34CCC(CC3S2(=O)=O)O4)c1 (stereo not drawn)	11%	nt	9	nt	nt	10
34	C/C(=N\NC(=S)Nc1c(C)cccc1C)c1ccc(OC(F)F)cc1	13%	?	-1	?	48%[activator]	2
35	COC(=O)CNC(=O)COC(=O)/C=C/c1ccc(F)cc1	5%	-20%	-2	-7%	23%	-2
36	COc1ccc(C(=O)NCC(C)C)c(OC)c1	2%	9.3µM*	12	?	?	15
37	O=C(CCSCc1ccccc1)Nc1ccc2c(c1)OCCO2	-3%	59%[activator]	59*	-13%	101%[activator]	48*
38	COCCNC(=O)CN(C(=O)CCC(=O)Nc1cc(C)on1)c1ccccc1C	2%	5%	-3	14%	20%	-6
39	CCCCNc1c(-c2ccc(SC(C)CC)c(OC)c2)nc2ccc(C)cn12 (stereo not drawn)	nt	?	nt	10µM*	3.3µM*	nt
40	O=C(CSc1nc(=O)[nH]c2c1CCCC2)Nc1cc(C(F)(F)F)cc(C(F)(F)F)c1	nt	25%	nt	-26%	5%	nt
41	CN(C)CCC#CC1(O)c2ccccc2-c2ccccc21	1%	58%[activator]	1	-7%	12%	-10
42	COc1cc(-c2n[nH]c(=S)n2/N=C/c2cccn2C)cc(OC)c1OC	-15%	?	-3	-6%	-26%	3
43	COc1cc2c(cc1OC)C(C(=O)NC(C)C)C1CCCCN1C2=O (stereo not drawn)	-7%	14%	1	6%	13%	28
44	O=C(CCn1c(=S)[nH]c2ccccc2c1=O)N1CCOCC1	-1%	68%[activator]	10	10%	-7%	5
45	Cc1ccccc1C(=O)NC(=S)NCC(=O)c1ccccc1	0%	4%	-3	-4%	?	-15
46	O=C(NCc1cccnc1)c1cnn2ccccc12	-5%	163%[activator]	-3	1%	nt	-15
47	Cc1ccc(C(=O)CCNc2cccc(Br)c2)o1	0%	-19%	16	-20%	15%	32
48	O=C(Nc1ncccn1)c1cc(-c2ccc(F)cc2)nc2ccccc12	0%	?	0	-7%	?	-8
49	CCn1c(C(=O)N2CCC(C(=O)NCc3cccs3)CC2)cc2sccc21	4%	?	-8	-9%	nt	-18
50	Cc1cccc(NC(=O)/C(C#N)=C/c2ccc[nH]2)c1C	-1%	33%[activator]	24*	-8%	?	21
51	O=C(CCC1CCCN(C(=O)c2ccc3c(c2)OCO3)C1)N1CCN(c2ccccn2)CC1 (stereo not drawn)	5%	?	9	10µM*	?	-4
52	Cc1oc(-c2ccccc2)nc1CS(=O)CC(=O)N1CCc2ccccc2C1 (stereo not drawn)	-21%	38%[activator]	-3	-3%	nt	6
53	Cc1cc(C)c(C)c(S(=O)(=O)N2CCN(C(=O)c3cc(=O)[nH]c4ccccc34)CC2)c1C	6%	?	-3	?	?	-28
54	Cc1nn(-c2nc3ccccc3s2)c(N)c1Sc1ccc(F)cc1	3%	?	20*	-24%	99%[activator]	48*
55	CS(=O)(=O)Nc1ccc(C(=O)NCC2CCCO2)cc1 (stereo not drawn)	5%	?	-2	-2%	5%	-10
56	COc1ccc(N(CC(=O)N2CCCC(C)C2)S(=O)(=O)c2c(C)nn(C)c2C)cc1 (stereo not drawn)	0%	31%[activator]	-3	26%	nt	-4
57	CC(=O)Nc1ccc(N2C(=O)CSC2c2c(F)cccc2Cl)cc1 (stereo not drawn)	nt	?	10	11%	27%	-2
58	CCCN1C(=O)/C(=C2\SC(=S)N(c3c(C)n(C)n(-c4ccccc4)c3=O)C2=O)c2ccccc21	-13%	-16%	-2	18%	35%[activator]	25
59	O=C(O)CC1(CC(=O)Nc2ccc(F)cc2F)CCCCC1	-4%	?	1	13%	-1%	2
60	O=C(O)c1cc2ccc3ccccc3c2[nH]1	5%	3%	5	27%	nt	14
61	CCN(CC)c1ccc(/C=N/NC(=S)NCc2ccc(OC)cc2)cc1	4%	?	1	?	?	-14
62	CN1C(=O)N(C)C(=O)C2(Cc3ccccc3N3CCCC32)C1=O (stereo not drawn)	-10%	0%	0	-2%	0%	4
63	CC(=O)C1=C(O)C(=O)N(CCC(=O)O)C1c1ccccc1Cl (stereo not drawn)	-12%	?	-1	9%	nt	-5
64	CN(C)c1cccc(C(=O)Nc2cc(C(F)(F)F)ccc2-n2cnc3ccccc32)c1	-4%	?	-2	-4%	12µM*	-7
65	CCOc1cccc(/C=N/NC(=O)c2cccnc2)c1O	-18%	?	21*	?	?	33
66	COc1ccc(N2CCN(C(=O)[C@H](C)NC(=O)c3ccccc3Cl)CC2)cc1	14%	-10%	1	-6%	-11%	-4
67	Cc1ccc(Nc2n[nH]c(C)c2[N+](=O)[O-])cc1C	-5%	?	32*	?	285%[activator]	54
68	Cc1ccc(CN2CCN(Cc3cc4ccccc4o3)CC2CCO)cc1 (stereo not drawn)	8%	-90%	-1	-3%	28%	-3
69	NS(=O)(=O)c1cccc(NC(=O)CN2CCCc3ccccc32)c1	-10%	2%	8	9%	-1%	-16
70	O=C(Nc1cccc(-c2cn3ccccc3n2)c1)c1cccs1	2%	83%[activator]	34*	9%	56%[activator]	61*
71	Cc1cc(C(=O)NCCN2CCOCC2)ccc1[N+](=O)[O-]	4%	-28%	-2	4%	48%[activator]	8
72	O=C(OCc1cnc(Cl)s1)c1cccc(Cl)c1	4%	54%[activator]	5	?	-15%	3
73	Cc1ccc(-c2nc3cnccn3c2Nc2ccc3c(c2)OCO3)cc1	-2%	?	3	-10%	nt	11
74	Cc1cccc(NC(=S)N2CCCCC2c2cccnc2)c1C (stereo not drawn)	0%	-8%	-1	35%[activator]	1%	-5
75	Cc1ccc(C)c(S(=O)(=O)NCc2ccc(C(=O)N3CCOCC3)cc2)c1	nt	-20%	1	-5%	1%	-13
76	NN1C(=O)/C(=C2/Sc3ccccc3N2CCCS(=O)(=O)O)SC1=S	18µM*	0%	12	9%	9%	33
77	CSc1nnc2c(n1)c(C)nn2-c1cccc(C)c1	1%	56%[activator]	20*	?	84%[activator]	36*
78	COc1ccc(CCNC(=O)CSc2nc(N)c(C#N)c(-c3cccs3)c2C#N)cc1OC	0%	119%[activator]	-2	nt	?	18
79	COc1cccc(C(=O)O/N=C(\N)c2ccccn2)c1	11%	-11%	-9	-4%	5%	-15
80	CN1CCN(C(=O)/C=C/c2c(F)cccc2Cl)CC1	3%	37%[activator]	19*	6%	0%	11
81	Cc1sc2nc(-c3ccccc3)oc(=O)c2c1C	10%	?	66*	3%	40%[activator]	113*

Screening results: PubChem, National Center for Advancing Translational Sciences (NCATS)
